Pf Dd2 growth – inhibitors of Plasmodium falciparum Dd2 growth | P. falciparum Dd2 growth, SYBR Green, 72 h | Potency, µM (titrated, usually from 28.9 µM), without a hit: at the top dose activity, negative = inhibition, hits mostly inhibitors | actives 4.3% (n = 120,000); active means well fitted inhibition curve with a large enough effect; inconclusive means small, poorly fitted or top-dose-only effect; inactive means no such curve, though single readings can be large or run the other way;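 further: plate controls were DMSO vehicle for no effect and reference drug for full effect; nearly all actives have a fitted effect of over 65% in size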
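Readout: SYBR Green fluorescence, 485 nm excitation, 535 nm emission, after ~16 h lysis at 37C. Before that, Dd2-infected red cells (2.5% hematocrit) grew 72 h with compound, 29 uM top final concentration.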
An asterisk follows results filed as active; i = inactive; ? = inconclusive; [ ] = remark or other dose. Potency means the concentration at half of the fitted maximal effect.

SMILES	Pf Dd2 growth
COc1cc2c(cc1OCC1CC1)NC(=O)C21CCN(C(C)=O)CC1	-20%[44.1 µM]
O=C(Nc1nnc(S(=O)(=O)N2CCCc3ccccc32)s1)c1ccc(Cl)cc1	10%
Cc1ccc(C(=O)N2CCn3c(nn(-c4ccc(F)cc4F)c3=O)C2)cc1	12%
Cn1nccc1CCNC(=O)[C@H]1CNC[C@H](C(=O)N2CCOCC2)C1	-2%
COC1CCOC2(CCN(C(=O)c3ccccc3F)CC2)C1 (stereo not drawn)	20%
O=C(Nc1ccsc1)N[C@H]1C[C@H]2C(=O)NC[C@@H](CCC(=O)N3CCC(O)CC3)N2C1	-5%[44.1 µM]
O=C(Nc1ccc(F)c(Cl)c1)c1cc(S(=O)(=O)NCc2ccc3c(c2)OCO3)ccc1F	?
O=C(c1ccco1)N1CCC(Cc2nc(-c3ccccc3)no2)CC1	-8%
COc1ccccc1N1CCN([C@H]2[C@@H]3OC[C@@H](O3)[C@@H](NCc3ccc(N(C)C)cc3)[C@@H]2O)CC1	-3%
COc1ccc(OC)c(NC(=O)CCn2cnnn2)c1	20%
Cc1ccc(-c2ccc(CCC(=O)O)n2-c2ccc(C)c(Cl)c2)cc1	i
COCCN1C(=O)c2ccccc2C(C(=O)Nc2ccc(C)cn2)C12CCCCC2 (stereo not drawn)	?
C[S+](=O)([O-])c1ccc(-c2nccc3c(=O)cc(-c4ccncc4)oc23)cc1	i
O=C(c1cccc2[nH]ccc12)N1CCC2(CC1)N=C(c1ccc(Cl)cc1)NO2	i
CCc1ccc(N(CC)C(=O)c2sc3nc4n(c(=O)c3c2C)CCCC4)cc1	11µM*
CCc1nc(-c2cc(S(=O)(=O)N3CCN(c4ccc(OC)cc4)CC3)ccc2OC)no1	-2%
Cc1ccccc1Cn1c(=O)n(CCCCC(=O)NCc2ccc3c(c2)OCO3)c(=O)c2ccccc21	?
CCc1noc(-c2ccc(N3CCC(C)CC3)c([N+](=O)[O-])c2)n1	3%
CCCCN(C)C(=O)CCC(=O)NNc1nc2ccccc2c2nc(C)nn12	9%
COc1ccc(OCc2nc3ccccc3n2Cc2ccccc2Cl)cc1	-26%
CCCOc1ccc(C(=O)Nc2cc3c(cc2N2CCOCC2)n(C)c(=O)n3C)cc1	-27%
Cc1noc2c(Nc3ccncc3)cc(-c3ccc(F)cc3)nc12	?
COc1ccc(C(=O)N2CCC(C(NC(=O)c3ccccc3C)C(=O)NCC(C)C)CC2)cc1 (stereo not drawn)	i
CC(=O)N1C[C@@H]2OCC(=O)N(C)[C@@H]2C1	1%[76.6 µM]
COc1ccccc1CC(=O)N1CCC(n2nccc2NC(=O)c2ccccc2C)CC1	-18%

Reformatted as comma-separated lines: part of the list above
Molecule,Pf Dd2 growth
O=C(Nc1ccc(F)c(Cl)c1)c1cc(S(=O)(=O)NCc2ccc3c(c2)OCO3)ccc1F,?
O=C(c1ccco1)N1CCC(Cc2nc(-c3ccccc3)no2)CC1,-8%
COc1ccccc1N1CCN([C@H]2[C@@H]3OC[C@@H](O3)[C@@H](NCc3ccc(N(C)C)cc3)[C@@H]2O)CC1,-3%
COc1ccc(OC)c(NC(=O)CCn2cnnn2)c1,20%
Cc1ccc(-c2ccc(CCC(=O)O)n2-c2ccc(C)c(Cl)c2)cc1,i
COCCN1C(=O)c2ccccc2C(C(=O)Nc2ccc(C)cn2)C12CCCCC2 (stereo not drawn),?
C[S+](=O)([O-])c1ccc(-c2nccc3c(=O)cc(-c4ccncc4)oc23)cc1,i
O=C(c1cccc2[nH]ccc12)N1CCC2(CC1)N=C(c1ccc(Cl)cc1)NO2,i
CCc1ccc(N(CC)C(=O)c2sc3nc4n(c(=O)c3c2C)CCCC4)cc1,11µM*
CCc1nc(-c2cc(S(=O)(=O)N3CCN(c4ccc(OC)cc4)CC3)ccc2OC)no1,-2%
Cc1ccccc1Cn1c(=O)n(CCCCC(=O)NCc2ccc3c(c2)OCO3)c(=O)c2ccccc21,?
CCc1noc(-c2ccc(N3CCC(C)CC3)c([N+](=O)[O-])c2)n1,3%
CCCCN(C)C(=O)CCC(=O)NNc1nc2ccccc2c2nc(C)nn12,9%
COc1ccc(OCc2nc3ccccc3n2Cc2ccccc2Cl)cc1,-26%
CCCOc1ccc(C(=O)Nc2cc3c(cc2N2CCOCC2)n(C)c(=O)n3C)cc1,-27%
Cc1noc2c(Nc3ccncc3)cc(-c3ccc(F)cc3)nc12,?
COc1ccc(C(=O)N2CCC(C(NC(=O)c3ccccc3C)C(=O)NCC(C)C)CC2)cc1 (stereo not drawn),i
CC(=O)N1C[C@@H]2OCC(=O)N(C)[C@@H]2C1,1%[76.6 µM]
COc1ccccc1CC(=O)N1CCC(n2nccc2NC(=O)c2ccccc2C)CC1,-18%

Further results
SMILES	Pf Dd2 growth
COc1cc(OC)c(N(C)C(=O)C2CCCN(c3ncnc4c3nc3n4CCCCC3)C2)cc1Cl (stereo not drawn)	?
Cc1ccc(C)c(Cn2c3ccccc3c3cnn(CC(=O)NC4CCC(C)CC4)c(=O)c32)c1 (stereo not drawn)	-18%
CCN(c1cccc(C)c1)S(=O)(=O)c1cc2c(cc1C)n(C)c(=O)c(=O)n2C	i
CN1C[C@H](NC(=O)Nc2cccnc2)CCC[C@@H](C(=O)NCc2cc(F)cc(F)c2)CC1=O	0%
CC[C@H]1CN(C(=O)N2CCOCC2)CC[C@H]1CC(=O)NCc1ccccc1	-14%[44.1 µM]
NC(=O)[C@@H]1CN(C(=O)C2CCC2)C[C@H]1COc1ccccc1	5%
CN1CCC(NC2(Cc3cc(C(C)(C)O)on3)COC2)CC1	16%[44.1 µM]
Cc1ccc(S(=O)(=O)Nc2ccc3c(c2)CN(Cc2ccccc2)C(=O)CO3)cc1	i
CCC(=O)N1CCc2cc(Br)cc(S(=O)(=O)NCc3ccccc3)c21	i
O=C(Cc1ccccn1)N1CCCC(c2nn(-c3cccc(Cl)c3)c(=O)[nH]2)C1 (stereo not drawn)	?
O=C(c1ccc(Cl)s1)N1CCc2nn(Cc3ccccc3)c(=O)n2CC1	-55%
Cc1cc(C(=O)N2CCCC(c3noc(COc4ccccc4)n3)C2)nn1C (stereo not drawn)	?
CC(O)c1cc2n(n1)CCCN(C(=O)Cn1nc3ccccc3n1)C2 (stereo not drawn)	-4%
OCC1(CC2CC2)CCCN(Cc2cccc(OCc3ccccn3)c2)C1 (stereo not drawn)	5.6µM*
CC(C)[C@H]1CN(CCC(=O)O)C[C@@H]1NC(=O)CCC1CCCC1	-9%
Cc1ccc(C2NC(=O)N(CC(=O)Nc3cc(F)cc(F)c3)C3=C2C(=O)OC3)cc1 (stereo not drawn)	i
Cc1cc(CNC(=O)c2cc(-c3ccc(CO)cc3)cc3c2OCCN3C)no1	?
COCCNc1ncnc2c1CCN(C(=O)CCc1n[nH]c(C)n1)CC2	1%
Cc1ccccc1OCCn1c(CCNC(=O)C2CCCCC2)nc2ccccc21	?
CCOCCN1C(=O)NC(c2ccc(OC)cc2)C2=C1COC2=O (stereo not drawn)	-9%
CCc1ccc(OCc2cc(=O)n3cc(C)sc3n2)cc1	9%
COc1ccc(NC(=O)c2cc3c(=O)[nH]c4ccccc4c3n2C)cc1Cl	20%
CCN(CC)c1ccc(NC(=O)C2CCN(S(=O)(=O)c3ccc4c(c3)oc(=O)n4C)CC2)c(C)c1	8%
CC(C)CN1C(=O)c2cccn2CC1CN (stereo not drawn)	?
CN(C(=O)Nc1ccc(Cl)cc1)C1CCCc2ccccc21 (stereo not drawn)	-12%[44.1 µM]
SMILES	Pf Dd2 growth
COc1ccc(-c2nc(SCC(=O)c3ccc(Br)cc3)n[nH]2)cc1	i
CCOc1cc(CNS(=O)(=O)c2ccc3c(c2)C(C)(C)C(=O)N3)cc(OCC)c1OCC	4%
CCCc1nc(C)c(CNC2CCN(C(=O)c3ccccc3)CC2)s1	-10%
O=C(c1nc(-c2ccsc2)c2cnccn12)N1CCOCC1	?
OC1(CN2CCN(c3nccs3)CC2)CCCNC1 (stereo not drawn)	-4%
O=C1CCC2(CCCN(c3nc4ccccc4s3)C2)CN1Cc1cccnc1 (stereo not drawn)	1%
O=C(Nc1nc(-c2ccc(Br)cc2)ns1)c1ccccc1F	13%
CC1(COc2ccccc2)COc2ccc(C(=O)N3CCN(c4ccccn4)CC3)cc2N1 (stereo not drawn)	i
CC1=C[C@@H](CNS(=O)(=O)c2ccccc2)[C@H](C(C)C)C[C@H]1CC(=O)O	?
CNC(=O)[C@@H]1C[C@@H](O)CN1C1CCN(C(=O)Cc2cccc(C)c2)CC1	19%
Cc1cccc(-c2noc([C@@H]3Cc4nc[nH]c4CN3C(=O)CC(C)(C)CC(=O)O)n2)c1	i
O=C(Cc1cccc(F)c1)NCc1nnc2c(-c3nc(C4CC4)no3)cccn12	i
CN1CCC2(Cc3ccccc3CN([S+](C)(=O)[O-])C2)C1 (stereo not drawn)	-20%[44.1 µM]
Cc1ccsc1CN1CCC(C(=O)N2CCCCCCNC(=O)CC2)CC1	?
CCCCN(C)C(=O)C1CCC(Cn2c(=O)[nH]c3ccsc3c2=O)CC1 (stereo not drawn)	-12%
Cc1ncc(CN2CCN(C(=O)c3cccn3C3CC3)CC(O)C2)[nH]1 (stereo not drawn)	-8%
COCCN1CCOc2nc(-c3cc(F)ccc3OC)ncc2C1=O	26%[44.1 µM]
CCOC(=O)C1CCCN(C(=O)Cc2ccc(N(Cc3cccc(C)c3)C(=O)c3ccco3)cc2)C1 (stereo not drawn)	?
O=C(COc1ccc(F)cc1)Nc1ccc2nc(SCCOc3ccccc3)sc2c1	-20%
CC(=O)N1CCc2nn(CC(=O)Nc3ccc(F)c(F)c3)c(=O)cc2C1	?
COc1ccccc1CN1CCC2(CC1)CC(O)CCO2 (stereo not drawn)	i
COc1ccc(N2C(=O)CS(=O)(=O)C23C(=O)N(Cc2ccc(F)cc2)c2ccc(C)cc23)cc1 (stereo not drawn)	?
CC(C)=CCN1CCNC(=O)C1CC(=O)NC(C)(C)c1cccc2ccccc12 (stereo not drawn)	?
Cc1ccc(NC(=O)C2CCCN2S(=O)(=O)c2cccc3nsnc23)c(Br)c1 (stereo not drawn)	7.1µM*
O=C(NCCCN1CCCC1=O)c1cn2ccnc(-c3ccc(F)cc3)c2n1	-14%
SMILES	Pf Dd2 growth
CCc1nn(CCCC(=O)NCc2ccccc2OC)c(=O)c2cc3occc3n12	34%[activator]
Cc1ccc(NC(=O)C(Cc2ccccc2)NS(=O)(=O)c2cccc3nsnc23)c(C)c1 (stereo not drawn)	-11%
Cc1cccc(C)c1NC(=O)c1cc(S(=O)(=O)N2CCCc3ccccc32)ccc1F	-17%
C#C[C@H]1CN2CC[C@H]1C[C@@H]2CNS(=O)(=O)Cc1ccccc1	7.1µM*
COCCCN(CCC(=O)NCCC(C)C)C(=O)c1ccoc1	7%
Cc1onc(-c2ccccc2Cl)c1C(=O)Oc1cc(F)cc(F)c1	3%
CCOc1ccccc1NC(=O)Cn1c(N2CCCCC2)nc(C)c(C)c1=O	-18%
O=C(NC1CCN(Cc2ccccc2)CC1)c1c(OCC2CC2)cc(=O)n2c1CCCCC2	?
COc1cccc(NC(=O)c2cc(CN3CCOCC3)on2)c1	2%
C=CCc1c(C)nc2nc(SCC(=O)Nc3ccccc3CC)nn2c1C	-19%
O=S(=O)(c1ccc(Br)cc1)c1nc(-c2cccs2)oc1SCc1ccc(F)cc1	i
CCNC(=O)N1CC[C@H]2CC(=O)N(c3ccccc3)CC[C@H]2C1	41%[activator][44.1 µM]
Cc1cccc(C)c1-n1ncc(C(=O)Nc2ccc3c(c2)OCCO3)c1C1CCN(C(=O)OC(C)(C)C)CC1	?
O=C(Nc1nc2ccc(S(=O)(=O)N3CCCC3)cc2s1)c1cccc(F)c1	-22%
Cc1ccc(C(=O)N2C[C@@H](F)C[C@H]2C(=O)N2CCCCC2)cc1	i
CCCCN(CCCNC(=O)c1cc(Nc2ccccc2OC)nc2ccccc12)c1ccccc1	?
Cc1cccc(N2CCN(S(=O)(=O)c3ccc4c(c3)CC(=O)N4C)CC2)c1C	-1%
O=C1CCN(C(=O)C2CCN(C(=O)c3nccc4ccccc34)CC2)CCCCCCN1	-2%
CC(C)CN(CC1CN(C(=O)c2ccccc2)CCO1)C(=O)c1cccc2ccccc12 (stereo not drawn)	?
COC(=O)c1ccccc1NC(=O)c1nc(S(=O)(=O)Cc2ccccc2F)ncc1Cl	30%
CNC(=O)[C@@H](Cc1ccccc1)N1CCC[C@H]1C(=O)NC(C)(C)C	-15%[44.1 µM]
CCC(=O)N1Cc2ccccc2CC2(CCN(Cc3ccc(NC(C)=O)cc3)C2)C1 (stereo not drawn)	?
O=C(NCC(c1cccnc1)N1CCOCC1)C(=O)Nc1cccc(Cl)c1 (stereo not drawn)	-15%
COc1ccc(F)cc1S(=O)(=O)Nc1ccc2c(c1)CCCN2C(=O)c1cccs1	?
O=C(NCCc1nc(-c2ccccc2)cs1)c1ccc2nccn2c1	0%
SMILES	Pf Dd2 growth
CCn1c2c(c(=O)n1Cc1ccccc1)CCN(C(=O)C(C)C)C2	39%[activator][44.1 µM]
CC(=O)Oc1c(-c2ccc(NC(=O)c3ccco3)cc2)c(-c2cccc(F)c2)nn1-c1ccc(C)cc1	?
O=C(O)c1cccc(CC2CCN(C(=O)CCC(F)(F)F)C2)c1 (stereo not drawn)	-2%
COc1ccccc1NC(=O)NCC1CCN(Cc2cccnc2)C1 (stereo not drawn)	?
Clc1ccccc1N1CCN(c2ncnc3c2c(-c2ccccc2)cn3-c2ccccc2)CC1	?
CN(Cc1ccccc1)S(=O)(=O)c1ccc(-c2cnc(C3CC3)o2)cc1	3%
CC(C)c1nc(C(=O)N2CCC(CCC(=O)Nc3ccc4c(c3)OCCO4)CC2)cs1	i
Cc1ccc(-c2ccc3nnc(CNC(=O)Cc4ccccc4Cl)n3n2)cc1C	i
COc1ccccc1OCCNC(=O)C1CCCCC(=O)N1C (stereo not drawn)	11%
CCCC1(CO)CCCN(Cc2nnc(-c3cccnc3)o2)C1 (stereo not drawn)	-4%

Source: PubChem (National Center for Advancing Translational Sciences (NCATS))

Some of the compounds tested. The share of hits here may be higher or lower than overall.
